Bioassay records deposited in PubChem by several laboratories.
PGE2 EP2 inh: blocks the human prostaglandin E2 receptor EP2; P43116; C6 glioma cells expressing human EP2, cAMP TR-FRET; cells stimulated with saturating PGE2; inhibition, % at 25 µM; 260,000 compounds, 0.52% hits; AID 1422;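 active = percent inhibition above 40 after rounding to a whole number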;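 note: rat C6 glioma host cells with rolipram phosphodiesterase inhibitor present; the protocol text gives 20 µM as final concentration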
Target sequence (P43116 whole entry, looked up): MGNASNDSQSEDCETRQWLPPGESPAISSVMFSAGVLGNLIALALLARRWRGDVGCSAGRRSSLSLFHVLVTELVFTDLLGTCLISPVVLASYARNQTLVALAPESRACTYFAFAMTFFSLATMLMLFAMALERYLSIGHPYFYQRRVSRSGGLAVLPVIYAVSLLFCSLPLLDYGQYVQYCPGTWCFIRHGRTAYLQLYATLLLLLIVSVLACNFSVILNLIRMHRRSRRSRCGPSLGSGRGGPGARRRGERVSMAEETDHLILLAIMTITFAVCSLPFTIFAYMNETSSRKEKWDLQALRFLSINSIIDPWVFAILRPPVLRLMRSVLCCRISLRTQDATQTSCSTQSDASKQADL
PERK inhibitor: human PERK inhibition, primary cell-based screen; Q9NZJ5; CHO PERK-DD fusion, SEAP luminescence translation reporter; inhibition, % at 5.6 µM; 220,000 compounds, 0.17% hits; AID 1416;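 active = inhibition above the mean inhibition of all tested compounds plus 3 SD, set separately per screening campaign, cut at about 2.9% in these data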;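 note: PERK kinase domain activated by AP20187 dimerizer at 100 nM; 0% = DMSO with dimerizer and 100% = rapamycin at 8.4 µM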
TNF necrop inh: TNF-alpha cell death inhibition in Jurkat FADD-/- cells. Jurkat FADD-/- TNF necroptosis rescue, ATP luminescence, 24 h; 0 = TNF only, 100 = no-TNF cells. 220,000 compounds, 0.068% hits. activation (protection from cell death), % at 10 µM;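 active = activation, meaning protection from cell death, of at least 50% relative to plate controls; inactive = activation below 50%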;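 note: necroptosis triggered by 40 ng/mL TNF-alpha added together with compound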
RBBP9 inhibitor: inhibitors of human serine hydrolase RBBP9; O75884; recombinant RBBP9, FP-Rh probe fluorescence polarization; inhibition, % at 7.94 µM; 220,000 compounds, 0.2% hits; AID 1515;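 active = inhibition above the campaign mean of all tested compounds plus 3 SD, cut at about 14% in these data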;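 note: plate controls were DMSO wells with RBBP9 for no effect and wells lacking RBBP9 protein for full effect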
Target sequence (O75884 whole entry, looked up): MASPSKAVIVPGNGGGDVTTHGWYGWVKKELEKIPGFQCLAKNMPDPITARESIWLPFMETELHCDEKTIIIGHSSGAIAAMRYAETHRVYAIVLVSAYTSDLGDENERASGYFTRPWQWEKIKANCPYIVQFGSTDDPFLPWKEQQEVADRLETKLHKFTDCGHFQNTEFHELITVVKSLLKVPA
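Measured by: FP readout at 525/598 nm; material: recombinant human RBBP9; also added: Serine-hydrolase probe FP-Rh, 375 nM pre-mixing; medium: Tris buffer pH 8.0, NaCl, Pluronic; replication: one well per compound; doses: one concentration, 7.94 µM nominal, 0.794% DMSO; timing: preincubation 30 min plus labeling 45 min at 25 °C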
L929 necroptosis: blocks zVAD induced death of L929 cells; L929 zVAD necroptosis rescue, ATP luminescence, 24 h; with zVAD 60 µM; viability rescue, % at 10 µM; 220,000 compounds, 0.38% hits;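 active = activation, scaled between plate controls, above about 75%, limit read from the data; inactive = activation under that limit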;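 note: 0% = zVAD with DMSO and 100% = DMSO alone without zVAD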
Runt-SMMHC FRET: Runt domain-CBFb-SMMHC interaction inhibition; Q01196+Q13951; Cerulean-Runt/Venus-CBFb-SMMHC FRET ratio 530/480, 1 h; inhibition, % at 20 µM; 220,000 compounds, 0.74% hits; AID 1434;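 active = mean inhibition across duplicate retests at 20 µM reaching about 50%, limit read from the data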;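 note: 0% = DMSO wells and 100% = wells with excess untagged CBFb-SMMHC; inhibitors lower the FRET ratio by blocking Runt binding to CBFb-SMMHC; some results filed as inactive read as strong as hits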
EP2 mod: modulates human prostaglandin E2 receptor EP2 signaling. P43116. EP2-expressing cells, cAMP HTRF FRET, PGE2 co-stimulation. induction, % at 25 µM. 260,000 compounds, 0.83% hits;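 active = compounds whose cAMP rise, as percent of the full-agonist control response, exceeds 60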;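 note: rat C6 glioma line stably carrying human EP2 under a CMV promoter; the protocol text gives 20 µM as final concentration; 100% = response of wells given 1 µM PGE2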
Runt-CBFb FRET: blocks binding of human RUNX1 Runt domain to CBFb. Cerulean-Runt/Venus-CBFb FRET ratio 530/480, 1 h. inhibition, % at 20 µM. Q01196+Q13951. 220,000 compounds, 0.46% hits;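 active = inhibition over about 50% at 20 µM in the single-dose screen, limit read from the data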;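 note: 0% = DMSO wells and 100% = excess unlabeled CBFb competitor control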
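Assay system: Cerulean-Runt domain / Medium: Tris 50 mM pH 7.5, KCl, K2SO4, 0.01% BSA / Timing: protein complex preformed 1 h, compound exposure 1 h, room temperature, dark / Measured by: FRET, excitation 422 nm, emission at 530 and 480 nm / Evaluation: loss of energy transfer signal / Control set: 5 µM unlabeled CBFb as full-inhibition high control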
Hck Nef HTS: human Hck-Nef kinase inhibition | P08631 | Recombinant Hck-YEEI plus Nef, Z-Lyte FRET kinase assay | inhibition, % at 20 µM | 220,000 compounds, 0.68% hits;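 active = Hck-Nef kinase inhibition above about 50%, limit read from the data; inactive = inhibition below that limit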;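 note: 0% = DMSO with Hck plus Nef and 100% = Hck alone without Nef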
Target sequence (P08631 whole entry, looked up): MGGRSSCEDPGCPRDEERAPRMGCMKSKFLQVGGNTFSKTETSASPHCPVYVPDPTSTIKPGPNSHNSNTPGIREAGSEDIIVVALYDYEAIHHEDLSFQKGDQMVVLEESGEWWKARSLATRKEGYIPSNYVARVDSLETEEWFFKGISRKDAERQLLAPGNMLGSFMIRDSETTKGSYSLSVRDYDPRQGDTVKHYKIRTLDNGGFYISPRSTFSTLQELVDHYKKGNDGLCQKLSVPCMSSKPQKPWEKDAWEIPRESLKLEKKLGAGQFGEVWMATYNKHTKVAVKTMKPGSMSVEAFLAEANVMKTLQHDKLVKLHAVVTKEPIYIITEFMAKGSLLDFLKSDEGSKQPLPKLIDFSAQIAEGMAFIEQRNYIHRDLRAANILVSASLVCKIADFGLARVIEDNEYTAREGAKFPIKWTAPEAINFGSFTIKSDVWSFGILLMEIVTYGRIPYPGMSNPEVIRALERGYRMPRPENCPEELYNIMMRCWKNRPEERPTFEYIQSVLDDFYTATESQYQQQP
The depositor's hits bear a star; · = not tested or not shown; & = joins results of further samples.

compound	Hck Nef HTS	TNF necrop inh	Runt-SMMHC FRET	EP2 mod	Runt-CBFb FRET	L929 necroptosis	PGE2 EP2 inh	RBBP9 inhibitor	PERK inhibitor
CSCCC(NS(=O)(=O)c1ccc(C)c(C(=O)O)c1)C(=O)O (stereo not drawn)	14	1.2	-6	11	-3	2.6	3	-6	1.0
CCN(CC)CCn1c(NCc2cccc(OC)c2OC)nc2ccccc21	-1	1.4	-2	-33&38	1	-1.9	12&18	1	-1.6
COc1ccc2c(c1)-c1c(sn(-c3ccc(OC)c(OC)c3)c1=S)C(C)(C)N2	-2	-3.6	-5	35	-6	2.7	11	-4	-0.3
Cc1cc2c(c(=O)n1CC1CCCO1)C(c1ccc3c(c1)OCO3)C(C#N)=C(N)O2 (stereo not drawn)	0	-1.3	-1	15	·	-0.8	9	0	0.7
O=C(c1ccc2c(=O)n(Cc3ccco3)c(=S)[nH]c2c1)N1CCN(c2ccccc2)CC1	3	-4.8	4	37	10	0.3	·	-8	0.5
COc1cc(CNCCN2CCOCC2)ccc1OCc1cccc(Cl)c1	3	-0.9	0	-18	2	-1.0	13	0	-1.8
Cc1nnc(N/N=C/c2cccs2)[nH]c1=O	11	4.5	-2	-3	2	0.1	2	-3	0.9
c1ccc2c(c1)ccc1ncccc12	22	0.4	3	-19	0	11	4	-4	0.1
CC(C)NC(=S)N/N=C/c1cccnc1	3	5.9	-3	4	0	1.5	6	-3	0.2
COC(=O)c1cccc(NC(=O)CN(c2ccc3c(c2)OCO3)S(C)(=O)=O)c1C	11	-1.1	-2	-5	1	-0.1	7	-8	-0.2
Cc1ccc2nc(SCc3ccc([N+](=O)[O-])cc3)[nH]c2c1	1	-1.2	-2	-35	0	0.6	6	-1	-0.9
Cc1ccc(C(=O)N2CCN(C(=O)CN3CCCC3)C2)cc1	4	1.5	3	-16	1	0.5	9	6	0.6
Cc1cc(/C=c2\sc3nc4ccccc4n3c2=O)c(C)n1-c1ccc(C(=O)O)cc1	-2	3.1	38	-46	18	0.8	32	-4	-0.7
CCCc1cc(C(=O)NCc2ccccc2)no1	-4	10	-1	8	1	0.4	16	-3	2.1
CCn1c(COc2cccc(C)c2)nnc1SCC(=O)Nc1cccc(C(=O)OC)c1	3	-3.1	-2	-25	-3	0.0	9	-12	-0.2
CCCCN(CC)CCNC(=O)CCNC(=O)Cn1ccc2ccccc2c1=O	16	0.0	0	-15	1	1.0	10	6	-0.2
O=C(c1ccncc1)N1CCN(C2CCCCC2)CC1	-1	-0.2	9	18	-2	-0.1	13	-5	-0.3
N=c1n(Cc2ccc(Cl)cc2)c2ccccc2n1CC(O)COc1ccccc1 (stereo not drawn)	28	-7.8	4	-63	0	9.9	8	3	-1.3
O=C(NCCc1csc(-c2ccc(C(F)(F)F)cc2)n1)c1cccs1	0	3.3	4	-23	-4	2.4	6	-16	-1.0
CC(C(=O)Nc1ccccc1-c1ccccc1)N1CCCCC1 (stereo not drawn)	-21	-0.3	0	53	1	0.0	9	-6	-0.2
COC(=O)c1ccc(-c2cc(C(=O)O)c3cc4c(cc3n2)OCCO4)cc1	3	-0.1	-6	·	-6	0.1	16	2	1.0
CC1(CC(=O)N/N=C/c2ccc(-c3ccc(C(=O)O)cc3)o2)OCCO1	1	-0.1	4	20	-3	0.0	0	-8	-0.5
O=[N+]([O-])c1ccc(Cl)c(/C=N/N2CCN(Cc3ccccc3)CC2)c1	2	0.8	-4	26	·	0.7	7	3	0.4
CCC(C)(C)NC(=O)C1CCCN1C(=O)NC1CCCCC1 (stereo not drawn)	23	-0.8	-1	10	0	11	5	-10	0.7
CCN(Cc1ccncc1)C(=O)c1cc(Br)cc(Br)c1O	21	0.0	4	13	4	-1.6	9	3	0.7
O=C(N/N=C/c1cn(-c2cccs2)nc1-c1ccccc1)c1ccccc1Br	2	0.9	2	-15	0	7.5	15	-12	0.1
CC(=O)Nc1ccc2ccc3cccc4ccc1c2c34	8	-3.9	4	-64	4	1.9	5	-7	-0.1
COc1ccc(N2C(=O)CC(C3CCCO3)C2=O)cc1 (stereo not drawn)	20	2.2	-2	4	0	2.5	7	-1	1.2
CC(=O)c1ccc(NC(=O)CSc2ccc3nnc(-c4cccnc4)n3n2)cc1	15	0.7	-1	-17	1	0.3	7	-8	0.3
O=C(CCN1CCc2ccccc2C1)c1ccc2c(c1)OCCO2	4	1.7	4	19	2	-0.2	9	1	0.3
O=C1CN(C(=O)/C=C/c2ccccc2F)c2ccccc2N1	8	-0.4	0	-28	0	0.6	1	4	1.5
O=C(NCc1ccccc1)/C(=N\O)c1ccccc1	1	1.9	2	5	-2	-0.4	24	5	0.6
COc1ccc2cc(C(=O)C3CCCN(C(=O)c4cnccn4)C3)ccc2c1 (stereo not drawn)	-4	0.1	-4	-28	2	0.6	11	-6	-0.2
CS(=O)(=O)NCCSCc1c(Cl)cccc1Cl	-1	0.3	0	2	0	1.5	3	12	0.9
Cn1c(=O)n(C)c2cc(C(N)=O)ccc21	-12	1.1	-4	-28&-6	2	0.4	4&13	-6	-0.2
S=c1[nH]nc(-c2ccc(Br)cc2)n1-c1ccc2c(c1)OCCO2	-26	-0.7	34	-18	20	0.5	8	-8	-1.5
COc1cc2nc(N3CCN(C(=O)C4CCCO4)CC3)nc(N)c2cc1OC (stereo not drawn)	1&-4	-1.5&-1.4	2&0&4	6&13&51	-1&-2&0	-0.3&-0.3	18&18&11	-8&1&-13	-0.2&0.5&0.7
O=C(CN1CCSCC1)N/N=C/c1ccccc1F	0	0.6	-1	-3	2	-0.5	5	4	0.9
C=CCNc1c2c(nc3ncnn13)CC(C)CC2 (stereo not drawn)	24	-1.1	2	7	1	2.8	1	-16	1.1
CNC(=O)CSc1nnc(COc2ccc([N+](=O)[O-])cc2)n1C	22	0.0	-6	-9	·	0.1	5	-1	1.4
Cc1ccc(NC(=O)C2CC2C)c(Cl)c1 (stereo not drawn)	1	0.4	0	1	-2	0.7	3	-9	-0.3
Cc1nn(C)c(Oc2cccc(Cl)c2)c1C(=O)O	2	-1.7	2	-8	0	0.1	8	-5	0.8
Clc1ccc2[nH]c3c(NCCN4CCOCC4)ncnc3c2c1	-1	9.1	2	4	0	28	17	-1	-1.1
COc1cccc(NC(=O)COC(=O)c2cc(S(=O)(=O)N3CCOCC3)ccc2C)c1	-1	1.4	-6	-44	3	-1.0	5	-4	-0.6
CCOC(=O)N1CCN(C(=O)CN(Cc2ccc(Cl)cc2)S(=O)(=O)c2ccc(C)cc2)CC1	-3	-1.3	-3	28	-11	-0.1	6	5	-0.8
O=C(CCC1CCCC1)NCc1cccs1	1	4.3	0	2	·	-0.1	10	1	-0.1
Cc1cc(C)cc(-n2c(C)cc(/C=C3\C(=N)N4N=C(CC(C)C)SC4=NC3=O)c2C)c1	3	2.0	-61	-1	-52	0.9	8	-4	0.2
COc1cccc(C2N(c3ccccc3)CCN2c2ccccc2)c1OC	15	2.6	2	64*	-1	0.6	3	1	-0.1
CCN(CC)Cc1cc(CCNC(=O)c2ccc(Cl)cc2)ccc1O	-1	1.1	1	12	1	0.4	4	3	-1.6
CNC(=O)COC(=O)c1ccc(-c2nc3ccccc3s2)s1	5	-7.7	4	-39	-2	-0.6	14	-13	0.2

(next part)
compound	Hck Nef HTS	TNF necrop inh	Runt-SMMHC FRET	EP2 mod	Runt-CBFb FRET	L929 necroptosis	PGE2 EP2 inh	RBBP9 inhibitor	PERK inhibitor
COC(=O)c1ccccc1NC(=O)c1cc(C2CC2)on1	9	-0.3	2	18	-2	0.2	11	-11	-0.8
O=C1CC(c2cccs2)CC2=C1C(c1ccccc1)n1ncnc1N2 (stereo not drawn)	15	-2.5	0	-4	-1	0.0	8	-6	-0.5
O=C(c1ccccc1)c1cnc[nH]1	18	3.3	3	11&4	-1	0.8	12&8	-2	2.5
COCC(=O)Nc1cccc(C(F)(F)F)c1	1	-1.0	-6	8	-2	0.0	7	-8	-0.2
CN(C)S(=O)(=O)c1cccc(C(=O)OCC(=O)c2ccc3c(c2)NC(=O)CO3)c1	0	-2.5	2	-11	-2	-0.6	-7	-1	-0.3
O=C(CCc1nc(-c2ccccc2F)no1)Nc1ccc(Oc2ccccc2)cc1	-1	-11	-9	25	-2	0.3	8	-10	-0.3
COC(=O)c1ccc(CSc2nnnn2Cc2ccccc2)cc1	8	-0.9	3	-11	0	-0.2	3	-10	-1.0
Cc1ccccc1NC(=O)CN1C(=S)NC(C)(C)CC1C (stereo not drawn)	-1	1.2	3	13	5	0.0	10	-16	-0.6
CN1CCN(c2ccc([N+](=O)[O-])cc2C(=O)N2CCOCC2)CC1	-2	-1.2	-2	·	·	-0.4	·	-13	-0.7
CC(=O)N(CC(=O)Nc1sc(C)c(C)c1C(N)=O)Cc1ccccc1	18	0.3	-1	-10	0	17	7	-10	-0.2
COc1cc(/C=N/O)c(Br)cc1OCC(=O)Nc1ccccc1C	7	0.4	-4	-16	-1	0.7	6	-1	0.1
COC(=O)C1C(=O)C2=C(CC1C)Nc1ccccc1NC2c1ccc(C)s1 (stereo not drawn)	10	-0.8	2	15&-10	1	11	9&13	-4	0.0
COc1ccc(OC)c(C(O)c2nc3ccccc3n2C(C)C)c1 (stereo not drawn)	3	1.3	2	24	1	0.5	6	-5	-1.4
Cc1nnc(SCC(=O)NCC2CCCCC2)n(N)c1=O	1	-0.1	0	40	-2	0.2	13	-7	0.6
CC(=O)Nc1ccc(NC(=O)COC(=O)CCc2nc3ccccc3s2)cc1	18	1.0	-1	-10	-1	3.0	5	-2	1.6
COc1ccccc1NC(=S)NC(NC(C)=O)C(Cl)(Cl)Cl (stereo not drawn)	-94	-1.3	0	7	4	0.5	9	10	0.4
Cn1ncc(Cl)c1C(=O)N1CCN(C(=O)c2ccco2)CC1	-2	0.4	0	17	2	2.5	7	-3	0.6
COc1ccc(OC)c2c1sc(=NC(=O)C(C)C)n2C	3	0.0	-3	8	-7	0.7	6	-7	0.7
COc1ccccc1NC(=O)/C(=N/OCc1ccc(C#N)cc1)C(C)=O	8	-1.1	3	-42	1	76*	1	7	-0.4
COc1ccc(/C=N/NC(=O)CCn2cnc(-c3ccccc3)c2-c2ccccc2)cc1	3	-5.9	0	9	-6	-1.4	8	-6	-1.0
O=C(NCc1ccccn1)C(=O)Nc1cccc2ccccc12	1	0.5	3	-25	1	0.8	7	-9	0.2
COc1ccc(C(=O)NC(=S)N2CCOCC2)cc1OC	10	0.4	-2	32	-1	12	10	3	0.8

Not all compounds are listed; count on the stated rates, not on these rows.
